Screening data from PubChem.
GSIS activator: GLuc luminescence reporter in INS-1E cells, primary screen for activators of glucose-dependent secretion of insulin | INS-1E GLuc reporter insulin secretion, 2-3 h | activation, % at 16.6 µM | 0.61% of 370,000 active | AID 743287;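 active means lowest replicate activation of at least 40%, so every replicate reaches that level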;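 further: 0% = median of neutral control wells and 100% = median of IBMX positive control wells; some compounds called inactive have numbers as strong as hits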
esBAF inh: inhibitors of esBAF chromatin remodeling in mouse ES cells | Bmi1-luciferase knock-in reporter, 24 h; 100% = twice the neutral-well signal | AID 602393 | 2% of 350,000 active | reporter increase, % at 12.5 µM; in the data active means activation above about 40%;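 further: 0% = median of the plate's neutral control wells and 100% = double that signal; a rise in the Bmi1 reporter signal indicates esBAF inhibition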
F508del corr: correctors of CFTR F508del function in bronchial epithelial cells; CFBE cells, YFP halide quenching; stimulated with forskolin plus potentiator P3; % fluorescence drop versus neutral controls; activity (quench increase), % at 7.58 µM; 0.36% of 350,000 active; AID 720511;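 active means mean added fluorescence quench of at least 8% versus neutral control, with both replicates also reaching 8%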;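 further: cells transiently co-express mutant CFTR-F508del with the halide-sensitive YFP; corrector assay measuring rescue of mutant channel to the surface after 24 h compound exposure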
RAD52 inh: RAD52 (human) annealing inhibition. AID 651710. recombinant RAD52 DNA annealing, FRET fluorescence. 0.46% of 360,000 active. P43351. inhibition, % at 18.7 µM;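 active means every replicate showing at least 50% inhibition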
Target sequence (P43351 whole entry, looked up): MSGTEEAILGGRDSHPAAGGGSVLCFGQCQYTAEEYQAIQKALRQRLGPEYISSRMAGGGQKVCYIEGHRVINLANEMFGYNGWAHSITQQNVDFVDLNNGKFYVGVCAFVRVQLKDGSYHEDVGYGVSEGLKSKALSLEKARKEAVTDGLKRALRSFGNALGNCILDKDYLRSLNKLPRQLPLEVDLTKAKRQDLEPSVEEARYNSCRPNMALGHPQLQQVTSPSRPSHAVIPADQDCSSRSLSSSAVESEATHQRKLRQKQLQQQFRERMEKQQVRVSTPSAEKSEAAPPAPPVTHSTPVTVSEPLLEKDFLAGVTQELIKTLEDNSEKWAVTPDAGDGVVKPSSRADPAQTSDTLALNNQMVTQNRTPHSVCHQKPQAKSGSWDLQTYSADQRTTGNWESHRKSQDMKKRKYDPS
RAD54 inh: inhibitors of human RAD54 branch migration; Q92698; RAD54 Holliday junction branch migration, FAM/BHQ fluorescence; inhibition, % at 10.4 µM; 0.14% of 360,000 active;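 active means mean normalized replicate activity at least 40 and at least half of replicates scoring 40 or more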;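 further: 0% = median of neutral control wells and 100% = median of positive control wells; inhibitors cause a drop in the FAM fluorescence signal; in these data hits start at about 50%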
XiGFP reactiv: reactivates the inactive X chromosome in mouse fibroblasts; XiGFP mouse fibroblasts, % GFP-positive cells imaging, 3 d; cells co-treated with 5-aza-dC sensitizer; scaled so ellipticine positive control = 100%; activation, % at 7.58 µM; 0.055% of 360,000 active; AID 743238;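 active means mean normalized replicate activation at least 10% and every replicate at or above 10%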;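 further: 0% = median of on-plate neutral control wells and 100% = ellipticine 6 µM median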
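System: 68-5-11 XiGFP fibroblast line | Buffer or medium: DMEM containing 5-aza-dC | Compound: Single point | Times: Compounds 3 days, fix/stain 15 min at room temperature | Benchmarks: Positive control ellipticine, 6 µM final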
ARNT-TACC3 inh: disruptors of human ARNT/TACC3 interaction; inhibition, % at 9.99 µM; 0.66% of 390,000 active; Q9Y6A5; AlphaScreen His-ARNT PAS-B/GST-TACC3 binding, luminescence; TACC3 fragment carries E629A point mutation; AID 623870;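 active means mean inhibition of replicates at least 50% and at least half of replicates each reaching 50%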;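 further: 0% = complete ARNT plus TACC3 wells and 100% = ARNT alone without TACC3; many hits fall short of the cut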
ERAP1 inh: blocks human ERAP1 aminopeptidase activity | 0.15% of 340,000 active | Q9NZ08 | AID 652197 | recombinant ERAP1, Leu-AMC fluorescence, 60 min | inhibition, % at 10.7 µM;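 active means mean replicate inhibition of at least 30%, or all replicates individually reaching that 30% level; inactive means mean below 30% and not every replicate reaching it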;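 further: 0% = neutral control wells and 100% = L-leucinethiol positive control wells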
* hit, by the source's call; · = no result given; & = joins results of further samples.

1. CN1CCN(C(=O)C2=C[C@@H](c3coc4ccccc4c3=O)C[C@@H](OCCCCO)O2)CC1
2. Cc1ccc(S(=O)(=O)N(C)C[C@@H]2Oc3cc(-c4cccc(F)c4)ccc3S(=O)(=O)N([C@H](C)CO)C[C@@H]2C)cc1
3. O=C(CC[C@H]1O[C@@H](n2ccc(=O)[nH]c2=O)[C@H](O)[C@@H]1O)NCc1cccc2ccccc12
4. C[C@@H]1CN([C@@H](C)CO)C(=O)c2cc(-c3ccccc3F)cnc2O[C@@H]1CN(C)Cc1ccccc1
5. COc1ccc(-c2nnc(SCC(=O)NCCC(C)C)nc2-c2ccc(OC)c(OC)c2)cc1OC
6. COCCNC(=O)C[C@H]1CC[C@@H](NC(=O)NC2CCCC2)[C@@H](CO)O1
7. COc1ccc(S(=O)(=O)N2CCN(C(=O)c3ccco3)CC2)c(C)c1C
8. CO[C@@H](CN(C)S(=O)(=O)c1ccc(Cl)cc1)[C@H](C)CN(Cc1ccccc1Cl)[C@@H](C)CO

Screen / compound no.	1	2	3	4	5	6	7	8
GSIS activator	5	12	·	-18	-11	2	-4	-24
esBAF inh	-7	3	-2	3	17	-5	-9	2
F508del corr	2.6&-3.6	-0.2	1.7	0.9	0.8	-1.0	-0.8	3.0
RAD52 inh	2&-10	13	3	-1	3	2	-7	4
RAD54 inh	-2&-4	-2	12	-2	-10	5	-6	4
XiGFP reactiv	0.0	-1.0	-0.2	0.2	0.0	0.4	0.2	0.0
ARNT-TACC3 inh	-6&7	-6	·	-1	6	-2	-4	-2
ERAP1 inh	0&-1	1	2	0	7	-1	0	1

9. COc1ccc(S(=O)(=O)Nc2cccc3c2O[C@H](CN(C)Cc2ccncc2)[C@H](C)CN([C@H](C)CO)C3=O)cc1
10. Cc1ccc(N(C(=O)Cn2nnc(-c3ccccc3)n2)C(C(=O)NC2CCCCC2)c2ccccn2)cc1C (centres undefined)
11. Cc1cc(NC(=O)CSc2nnc(C3COc4ccccc4O3)n2C)no1 (centres undefined)
12. O=C(NC1CCCCC1)N[C@@H]1CC[C@H](CCNS(=O)(=O)c2ccc(F)cc2)O[C@@H]1CO
13. C/C=C/c1ccc2c(c1)O[C@H](CN(C)C(=O)Nc1ccc(OC)cc1)[C@@H](C)CN([C@@H](C)CO)S2(=O)=O
14. CCOC(CCNC(=O)c1cn(CCOC)c(=O)c2c1c1ccccc1n2C)OCC
15. N#Cc1ccc(-c2ccc(C3[C@@H]4CN(C(=O)c5ccccn5)C[C@H]3N4)cc2)cc1 (some centres undefined)
16. Cc1cc2oc(=O)cc(CN(C)Cc3ccccc3)c2cc1Cl

Screen / compound no.	9	10	11	12	13	14	15	16
GSIS activator	16	-20	16	-16	-19	10	7&4	·
esBAF inh	10	4	-5	9	1	-5	·	34
F508del corr	0.3	·	0.3	-0.7	2.4	-0.2	-0.8&1.1	-1.2
RAD52 inh	14	-21	-7	-6	-2	-18	-4&27	-5
RAD54 inh	-13	4	0	13	-4	-1	·	-9
XiGFP reactiv	0.0	0.2	0.3	-0.1	0.1	0.3	0.0&0.1	0.1
ARNT-TACC3 inh	-6	-2	1	3	4	0	·	·
ERAP1 inh	-1	-1	-1	-1	2	0	2&1	1

17. O=C(c1ccncc1)N(c1ccc2oc3c(c2c1)CCCC3)S(=O)(=O)c1ccc(F)cc1
18. O=C(Nc1ccccc1)C1CC(O)CN1S(=O)(=O)c1ccc([N+](=O)[O-])cc1 (centres undefined)
19. CCOC(=O)[C@]12CCC=C1N(Cc1ccc3c(c1)OCO3)C(=O)[C@H](CC(=O)NCC13CC4CC(CC(C4)C1)C3)C2
20. Cc1ccc2nc(/C(C#N)=C/c3ccc(-c4cccc([N+](=O)[O-])c4)o3)[nH]c2c1
21. CC(=O)Nc1nnc(SCC(=O)NC2CCCC2)s1
22. Cc1cccc(NC(=S)NCC(C)CSc2ccc(Cl)cc2)c1 (centres undefined)
23. NC(=O)c1cc[n+](CC(=O)NC(=O)Nc2ccccc2)cc1
24. NS(=O)(=O)c1ccc(Nc2nc(-c3ccc4ccccc4c3)cs2)cc1

Screen / compound no.	17	18	19	20	21	22	23	24
GSIS activator	-1	17	-24	4	8	-47	18	-8
esBAF inh	·	-11	·	·	-9	1	27	16
F508del corr	3.3	0.8	3.7	·	2.5	-1.6	0.2	·
RAD52 inh	-10	-13	-15	-14	6	-10	-2	·
RAD54 inh	·	-8	·	·	1	·	4	-3
XiGFP reactiv	0.0	-0.1	0.1	1.7	0.0	-0.1	-0.1	·
ARNT-TACC3 inh	-1	0	·	·	13	8	·	10
ERAP1 inh	-6	-5	·	14	-1	-1	1	·

25. CCCC(=O)Nc1ccc2c(c1)C(=O)N(C)[C@H]1CC[C@H](CC(=O)O)O[C@@H]1CO2
26. C[C@H](O)C#Cc1cnc2c(c1)C(=O)N([C@H](C)CO)C[C@H](C)[C@@H](CN(C)CC1CCCCC1)O2
27. Cc1ccccc1C1(O)c2ccccc2-c2ccccc21
28. COc1cc(Cn2c3ccc(NC(=O)NCCc4ccccc4)cc3c(=O)n2C)ccc1F
29. Cc1c(C(=O)N/N=C/c2cccnc2)nnn1-c1nonc1N
30. CC(C)C(=O)c1cn(CC(=O)NCC2CCCO2)c2ccccc12 (centres undefined)
31. CC(C)CC(C(=O)O)N1C(=O)[C@@H]2[C@H](C1=O)[C@@H]1C[C@H]2C(Br)C1Br (some centres undefined)
32. C/C(=N\Nc1cc(N2CCOCC2)ncn1)c1ccccc1

Screen / compound no.	25	26	27	28	29	30	31	32
GSIS activator	9	12	-34	1	6	8	-9	-5
esBAF inh	-6	-5	-8	-2	-5	-2	·	38
F508del corr	0.0	0.0	-1.3	-0.9	0.1	·	0.3	0.0
RAD52 inh	13	-3	-3	-15	3	·	-4	-8
RAD54 inh	-12	17	12	2	-17	0	·	-1
XiGFP reactiv	-0.1	-0.3	0.0	0.0	0.0	·	-0.1	0.5
ARNT-TACC3 inh	-9	-8	·	·	1	-4	-16	-6
ERAP1 inh	0	0	3	2	-4	·	2	-2

33. O=C1CN(CCN2CC(=O)N(Cc3ccccc3)C(=O)C2)CC(=O)N1Cc1ccccc1
34. O=S(=O)(c1ccc2nnn(O)c2c1)N1CCCCC1
35. O=C(NC1CCCCC1)C(c1ccc(F)cc1)N(C(=O)Cc1ccsc1)c1ccc(F)cc1 (centres undefined)
36. COCC(=O)Nc1ccc2c(c1)OC[C@@H](C)N(C(=O)c1ccccc1)C[C@H](C)[C@H](OC)CN(C)C2=O
37. Cc1cc(NC(=O)CSCC(=O)N2CCN(c3cccc(C)c3C)CC2)no1
38. Cc1ccc(Cn2c(=O)n(-c3ccccc3)c(=O)c3ccc(C(=O)NCc4ccco4)cc32)cc1
39. C=CCOc1nc(-c2ccccc2Cl)nc2ccccc12
40. CC(=O)Nc1ccc2c(c1)C(=O)N(C)[C@@H]1CC[C@@H](CC(=O)Nc3cn(C)nc3C)O[C@@H]1CO2

Screen / compound no.	33	34	35	36	37	38	39	40
GSIS activator	-2	5	15	-7	-26	12	·	-2
esBAF inh	-5	·	-3	·	-7	8	·	-1
F508del corr	-1.9	-1.6	·	-1.2	1.7	-1.6	0.6	-4.4
RAD52 inh	-4	8	-17	2	-35	-5	-5	-3
RAD54 inh	0	·	-7	·	-1	-9	·	-10
XiGFP reactiv	0.1	0.1	·	-0.4	-0.2	0.4	0.2	0.1
ARNT-TACC3 inh	·	0	-4	·	·	2	-14	9
ERAP1 inh	3	-4	-2	-1	-2	-3	0	0

41. COc1cc(-c2cc(NC=O)c3ncc(-c4ccc(C(C)=O)cc4)n3c2)cc(OC)c1OC
42. Cc1ccccc1Nc1c(-c2ccccn2)nc2c(C)cccn12
43. COc1ccc(OC)c(NC(=S)NCc2ccco2)c1
44. CC(C)NC(=O)Nc1ccc2c(c1)C(=O)N([C@H](C)CO)C[C@@H](C)[C@@H](CN(C)C(=O)Nc1ccc(F)cc1)O2
45. C[C@@H]1CCCCO[C@@H](CN(C)Cc2ccncc2)[C@@H](C)CN([C@H](C)CO)C(=O)c2cc(N(C)C)ccc2O1
46. Cc1cc(/C=N/Nc2nc(N3CCOCC3)nc(N3CCOCC3)n2)c(C)n1-c1ccccc1
47. CCN(C[C@H]1N[C@@](C)(C(=O)OC)[C@H]2C(=O)N(Cc3ccccc3)C(=O)[C@@H]12)C(=O)c1ccc(C(C)(C)C)cc1
48. O=C(Nc1ccc(F)cc1F)c1cc2ccccc2oc1=O

Screen / compound no.	41	42	43	44	45	46	47	48
GSIS activator	17	11	3	9	5	-3	-24	-14
esBAF inh	3	-1	·	1	1	·	2	20
F508del corr	1.2	-0.8	·	3.2	-2.6	1.1	-0.9	-0.1
RAD52 inh	-27	0	-3	·	·	-23	-4	-13
RAD54 inh	-1	3	-2	·	·	·	0	-5
XiGFP reactiv	-0.1	-0.2	·	-0.2	-0.7	0.0	-0.1	0.0
ARNT-TACC3 inh	·	27	·	·	·	2	3	-3
ERAP1 inh	1	·	6	·	·	-1	1	5

49. OC[C@H]1[C@@H](c2ccc(-c3ccccc3)cc2)[C@@H]2CN(Cc3ccccn3)CCCCN12
50. COc1ccc(C(O)(C(C)C)C(CN2CCOCC2)c2ccc(Cl)cc2)cc1 (centres undefined)
51. Cc1ccccc1OCC(O)CN1CCN(c2ccccn2)CC1 (centres undefined)
52. COc1ccccc1NC(=O)CN1C(=O)CC(C)S(=O)(=O)c2ccccc21 (centres undefined)
53. Clc1cccc(CSc2nc3ccncc3[nH]2)c1
54. O=C(Nc1ccccc1N1CCCC1)c1ccc(Br)o1
55. C[C@@H]1CN([C@H](C)CO)C(=O)c2cc(N(C)C)ccc2O[C@@H]1CN(C)S(=O)(=O)c1ccc(F)cc1
56. CN(Cc1ccccc1)C(=O)c1cccc(NC(=O)C2CCCN(C(=O)OC(C)(C)C)C2)c1 (centres undefined)

Screen / compound no.	49	50	51	52	53	54	55	56
GSIS activator	8	-42	7	4	·	16	-3	-26
esBAF inh	·	-4	-5	-2	33	3	-4	2
F508del corr	0.0	0.2	0.3	0.5	-2.1	·	1.0	2.1
RAD52 inh	-9	-2	1	-16	-4	·	-11	-6
RAD54 inh	12	-7	·	2	0	-7	-7	1
XiGFP reactiv	0.3	0.0	0.2	0.0	0.1	·	-0.1	0.0
ARNT-TACC3 inh	·	4	9	-7	0	4	-1	1
ERAP1 inh	4	-6	-5	-4	5	·	0	-2

57. CCCNC(=O)N[C@@H]1CC[C@@H](CCn2cc(-c3cccc(F)c3)nn2)O[C@@H]1CO
58. C=CCC(CC=C)(NC(=O)c1cccc(C)c1)c1ccccc1
59. O=C(Nc1ccc2oc(-c3ccncc3)nc2c1)c1ccc(Br)o1
60. Cc1ccc(/C=C2\SC(N3CCCCC3)=NC2=O)cc1

Screen / compound no.	57	58	59	60
GSIS activator	9	2	10	-12
esBAF inh	-2	·	1	42*
F508del corr	0.8	·	0.5	0.9
RAD52 inh	-6	-12	-12	-10
RAD54 inh	-1	·	-6	3
XiGFP reactiv	-0.1	0.3	0.0	0.0
ARNT-TACC3 inh	3	-4	-10	-8
ERAP1 inh	1	-1	-2	0

An excerpt from above in order of the ARNT-TACC3 inh value, ascending.
entry	Molecule	ARNT-TACC3 inh
9	COc1ccc(S(=O)(=O)Nc2cccc3c2O[C@H](CN(C)Cc2ccncc2)[C@H](C)CN([C@H](C)CO)C3=O)cc1	-6
17	O=C(c1ccncc1)N(c1ccc2oc3c(c2c1)CCCC3)S(=O)(=O)c1ccc(F)cc1	-1
18	O=C(Nc1ccccc1)C1CC(O)CN1S(=O)(=O)c1ccc([N+](=O)[O-])cc1 (centres undefined)	0
